# HEK293 cAMP cs: qHTS Assay for Agonists of the Thyroid Stimulating Hormone Receptor: Activators of Intracellular cAMP Concentrations in Parental HEK 293; parental HEK293 CNG cAMP sensor, membrane potential fluorescence; Potency, µM (top dose mostly 57.1 µM), for inactives: top-dose activation, usual class: activators; AID 938, 2007; actives 2.5% (n = 73,000); further: potency means the concentration at half of the fitted maximal effect; % of control where 0% means no effect; nearly all actives have a fitted effect of over 55% in size
#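 Parental HEK 293 cells stably expressing a cAMP-gated CNG channel were loaded with membrane potential dye containing 100 uM RO 20-1724 for 60 min. Compound added for 30 min; depolarization read as fluorescence intensity at 590 nm.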
# Casp7 inh: qHTS Assay for Allosteric/Competitive Inhibitors of Caspase-7 | Potency, µM (doses to about 57.5 µM), for the others: at the highest dose activity change, negative = inhibition, most hits filed as inhibitors | P55210 | actives 0.02% (n = 75,000) | recombinant caspase-7, Ac-DEVD-AFC fluorescence rate | AID 889, 2007; active means well fitted inhibition curve with a large enough effect in the main read-out, with a control signal flat, not every such curve was filed as active; inconclusive means small, poorly fitted or top-dose-only effect, or a change in a side signal; further: potency means the concentration at half of the fitted maximal effect; % of control where 0% means no effect
# Target sequence (P55210 24-198 limits assumed): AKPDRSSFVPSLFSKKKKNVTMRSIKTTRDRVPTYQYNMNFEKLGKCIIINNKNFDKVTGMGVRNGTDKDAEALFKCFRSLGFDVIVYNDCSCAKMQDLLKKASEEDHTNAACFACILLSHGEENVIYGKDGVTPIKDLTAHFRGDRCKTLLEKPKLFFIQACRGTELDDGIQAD
# Target sequence (P55210 207-303 limits assumed): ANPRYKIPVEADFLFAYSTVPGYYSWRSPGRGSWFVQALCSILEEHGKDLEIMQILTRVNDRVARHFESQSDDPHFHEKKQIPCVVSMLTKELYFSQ
# GFP derepression: qHTS Assay for Epigenetic Modulators | mouse C127i GFP locus derepression, cytometry, 30 h | Potency, µM (series often up to 46.1 µM), for inactives: top-dose GFP derepression (activation) | actives 0.09% (n = 68,000) | AID 597, 2007; further: % of control where 0% means no effect
#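 Murine C127i mammary cells carrying a silenced, stably integrated CMV-driven GFP reporter were treated with compound for 30 hours at 37 C. After PBS washes, GFP-positive cells were counted by laser-scanning microplate cytometry.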
# Casp1 inh: qHTS Assay for Allosteric/Competitive Inhibitors of Caspase-1; Caspase-1 enzyme, Ac-WEHD-AFC fluorogenic rate; Potency, µM (highest dose often 57.5 µM), inactives show at the top dose activity change, negative = inhibition, actives largely listed as inhibitors; actives 0.03% (n = 75,000);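 further: potency means the concentration at half of the fitted maximal effect; plate controls were vehicle for no effect and no substrate for full effect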
# BRCT PPI green: qHTS Assay for Inhibitors of BRCT-Phosphoprotein Interaction (Green Fluorophore); Breast cancer type 1 susceptibility protein (Homo sapiens), P38398; BRCA1 BRCT-phosphopeptide binding, green fluorescence polarization; Potency, µM (top dose mostly 76.9 µM), for inactives: at the top dose activity change, negative = inhibition, most hits filed as inhibitors; actives 0.05% (n = 75,000); AID 875, 2007;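 further: potency means the concentration at half of the fitted maximal effect; plate controls were peptide without protein for full effect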
#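 Fluorescence polarization: His-tagged BRCT (~35 kDa BRCA1 C-terminus, 250 nM) bound to 100 nM fluorescein-labeled phosphorylated 10-aa BACH1 peptide, pH 7.3 phosphate buffer with DTT and Tween 20. Compounds incubated 12 min at room temperature; inhibition read as lowered polarization.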
# BRCT PPI red: qHTS Assay for Inhibitors of BRCT-Phosphoprotein Interaction (Red Fluorophore) | Breast cancer type 1 susceptibility protein (Homo sapiens), P38398 | BRCT-phosphopeptide binding, red fluorescence polarization | Potency, µM (top dose mostly 76.9 µM), for inactives: at the highest dose activity change, negative = inhibition, actives largely listed as inhibitors | actives 0.03% (n = 75,000) | AID 892, 2007; further: on the % scale 0 is the no-effect control and ±100 the full control effect
#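 Fluorescence polarization: 100 nM His-tagged BRCA1 BRCT with 100 nM TAMRA-labelled phospho-BACH1 decapeptide, phosphate buffer pH 7.3 with 150 mM NaCl, DTT, 0.01% Tween 20; 12 min RT. Binding inhibition seen as FP decrease.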
# USP2a inh: qHTS Assay for Inhibitors of Ubiquitin-specific Protease USP2a; Ubiquitin carboxyl-terminal hydrolase 2 (Homo sapiens), O75604; USP2a enzymatic assay, qHTS inhibition; Potency, µM (highest dose often 38.3 µM), inactives show at the top dose activity change, negative = inhibition, most hits filed as inhibitors; actives 0.1% (n = 60,000); AID 927, 2007;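 further: potency means the concentration at half of the fitted maximal effect; nearly all actives have a fitted effect of over 60% in size; plate controls were DMSO for no effect and NEM full inhibition control for full effect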
# Target sequence (O75604 whole entry, looked up): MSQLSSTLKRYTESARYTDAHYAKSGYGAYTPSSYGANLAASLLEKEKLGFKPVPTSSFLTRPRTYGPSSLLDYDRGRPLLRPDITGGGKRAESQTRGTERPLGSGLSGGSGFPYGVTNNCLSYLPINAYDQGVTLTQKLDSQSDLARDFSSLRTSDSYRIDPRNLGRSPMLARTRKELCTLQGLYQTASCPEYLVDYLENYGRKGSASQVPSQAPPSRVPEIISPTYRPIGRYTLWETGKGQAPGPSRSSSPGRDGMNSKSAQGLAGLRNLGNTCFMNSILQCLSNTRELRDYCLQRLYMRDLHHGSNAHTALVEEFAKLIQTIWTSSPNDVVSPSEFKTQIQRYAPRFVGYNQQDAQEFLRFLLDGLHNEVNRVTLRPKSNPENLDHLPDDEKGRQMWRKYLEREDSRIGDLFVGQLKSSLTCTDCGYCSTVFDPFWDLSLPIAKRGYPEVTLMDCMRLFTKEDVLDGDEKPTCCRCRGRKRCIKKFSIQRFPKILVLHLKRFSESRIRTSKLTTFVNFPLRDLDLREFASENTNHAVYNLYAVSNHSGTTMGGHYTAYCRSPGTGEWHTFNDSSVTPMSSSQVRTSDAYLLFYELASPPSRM
#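 USP2 core (20 nM final) was preincubated with compound for 30 min at RT in 20 mM Tris-HCl pH 8.0, 2 mM CaCl2, 2 mM beta-mercaptoethanol; Ub-PLA2 (20 nM) plus NBD C6-HPC (20 uM) then added, fluorescence read after 2.5 h.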
# Fluorescein fluor: qHTS Assay for Spectroscopic Profiling in Fluorescein Spectral Region | Compound autofluorescence, 480/540 nm, fluorescein-equivalent; stronger effect = higher value | max fluorescein-equivalent concentration, M | actives 0.91% (n = 59,000) | AID 593, 2007; in the data active means max fluorescein-equivalent concentration above about 10 nM; inconclusive means between about 1.1 nM and that limit
#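 Each compound is tested across a concentration series in 100 mM Tris buffer at pH 8.0. After 15 min at room temperature, plates are imaged with 480 nm excitation and 540 nm emission filters, and intensities are converted to fluorescein-equivalent values.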
# A350 fluor: qHTS Assay for Spectroscopic Profiling in A350 Spectral Region | Compound autofluorescence, 340/450 nm, Alexa 350 dye-equivalents; stronger effect = higher value | max dye-equivalent concentration, M | actives 11% (n = 59,000); in the data active means max dye-equivalent concentration above about 10 nM; inconclusive means mostly about 1.1 nM to 9.6 nM
# UbGFP stabilizer: Ubiquitin-GFP Assay; Ubiquitin-GFP reporter cells, proteasome inhibition, GFP fluorescence; response scale: untreated = 0%, 10 µM MG-132 = 100%; Potency, µM (top dose mostly 45.9 µM), for inactives: top-dose activation (GFP accumulation), most hits filed as activators; 67,000 tested, under 10 active; AID 526, 2006; active means well fitted activation curve with a large enough effect, not every such curve was filed as active; inconclusive means small, poorly fitted or top-dose-only effect, or another doubt; inactive means no such curve, though single readings can be large or run the other way; further: potency means the concentration at half of the fitted maximal effect
#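 U2OS cells stably expressing ubiquitin(G76V)-GFP, seeded overnight in 0.5% FBS medium, were exposed to compounds (qHTS, 46 uM to 2.9 nM) for 4 hr at 37 °C. GFP-positive cells were counted by laser cytometry (488 ex/515 em), normalized between basal and 10 uM MG-132.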
# 4-MU autofl: qHTS Assay for Spectroscopic Profiling in 4-MU Spectral Region. max dye-equivalent concentration, M. actives 11% (n = 59,000). compound autofluorescence, 340/450 nm, 4-MU equivalents; stronger effect = higher value. AID 589, 2007; in the data active means max dye-equivalent concentration above about 10 nM; inconclusive means mostly about 1.1 nM to 9.6 nM
#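 Compounds in 100 mM Tris, pH 8.0, incubated 15 min at room temperature, then fluorescence read at 340 nm excitation/450 nm emission. Signal converted to 4-MU dye-equivalent concentration using an on-plate six-point 4-MU standard curve.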
# Active calls of the source: *; i = inactive; u = inconclusive; x = no result given; [ ] = dose if it differs, or a comment. Unless noted, the call rests on the fitted dose curve; in most records, active means well fitted curve in the direction sought with a large enough effect; inconclusive means small, poorly fitted or top-dose-only effect, or another doubt; inactive means no such curve, though single readings can be large; an effect the other way counts as inactive or inconclusive. Not all compounds are listed (hit frequency here may not be typical).
structure | HEK293 cAMP cs | Casp7 inh | GFP derepression | Casp1 inh | BRCT PPI green | BRCT PPI red | USP2a inh | Fluorescein fluor | A350 fluor | UbGFP stabilizer | 4-MU autofl
COc1cc(C2c3c(oc4ccccc4c3=O)C(=O)N2CCN2CCOCC2)cc(OC)c1OC (stereo not drawn) | 20% | -1% | -3% | 2% | -0.8% | 0.7% | 7% | u | i | -2% | i
O=C(CSc1nnc(Cc2cc(=O)[nH]c(=O)[nH]2)n1-c1ccccc1)N1CCCCC1 | 4% | 0% | x | 2% | -3.9% | 1.7% | x | x | x | -4% | x
CCc1noc(C)c1C(=O)Nc1ncc(C)s1 | -2% | -2% | 8% | 0% | -0.1% | 0.6% | 12% | i | i | 11% | i
COc1ccc(OC)c(NC(=O)c2nnn(Cc3ccccc3C)c2N)c1 | -3% | -1% | 1% | -3% | 0.3% | -1.7% | 15% | u | i | -5% | i
COC(=O)CCC(=O)Oc1ccc(OC(=O)CCC(=O)OC)cc1 | 3% | 1% | 2% | 2% | -2.0% | 0.7% | x | x | x | -6% | x
Cn1c(=O)n(C)c2cc(C(=O)Nc3ccc4c(c3)OCO4)ccc21 | u | -1% | 6% | -1% | -0.5% | -0.2% | 8% | i | i | -1% | i
COc1ccccc1N1CCN(CCN(C(=O)c2ccc(F)cc2)c2ccccn2)CC1 | 8% | 3% | -1% | 2% | -2.5% | -1.9% | 7% | u | i | -9% | i
Cc1ccc(O)c(-c2cc(C(F)(F)C(F)F)[nH]n2)c1 | -1% | -1% | 5% | 3% | -0.5% | -0.8% | 7% | i | i | -2% | i
CCOc1ccc2nc(NCCNC(=O)CC)c(C#N)cc2c1 | 4% | 1% | -2% | -1% | -1.0% | -2.2% | -4% | u | i | 0% | i
CCCCN(CCCC)S(=O)(=O)c1ccc(C(=O)Nc2nnc(COC)o2)cc1 | 14% | 2% | 6% | 1% | -5.7% | -0.8% | 37%[activator] | i | i | -4% | i
CC1CN(c2ccccc2)C(=O)CS1 (stereo not drawn) | 4% | -4% | 2% | 0% | 1.0% | -0.4% | 33%[activator] | i | i | 6% | i
CCCc1nnc(NC(=O)Cn2c(=O)oc3ccccc32)s1 | 4% | -2% | 1% | -1% | -0.1% | -0.8% | -2% | i | i | 3% | i
CC1CCN(C(=O)CSc2nnc(CNC(=O)c3ccco3)o2)CC1 | 4% | -2% | 0% | 2% | -6.2% | 0.7% | -10% | i | i | 6% | i
c1ccc2c(c1)NC1(CCCC1)n1c-2nc2ccccc21 | 11% | -19% | 0% | u | 0.7% | 0.1% | 0% | i | 4.5e-06M* | 2% | 4.2e-06M*
COC(=O)C1C2C=CC3(CN(c4cccc(Cl)c4)C(=O)C13)O2 (stereo not drawn) | 10% | 0% | 0% | 2% | -1.3% | 1.0% | x | x | x | 12% | x
COc1ccc(NC(=O)CN2C(=O)C(C)Oc3ccccc32)c(OC)c1 (stereo not drawn) | 25% | 1% | 4% | 0% | -0.7% | 0.6% | x | i | i | 2% | i
CCOC(=O)C1CCN(C(=O)c2ccc(NC(=O)C3CCCO3)cc2)CC1 (stereo not drawn) | -6% | 0% | 0% | 0% | -0.2% | 1.5% | -4% | u | i | 0% | i
CCCCOc1ccccc1Cn1c(=O)oc2ccc(C)cc21 | 16µM* | 0% | -3% | -1% | -0.2% | -1.9% | -9% | i | i | -12% | i
COc1ccc(Nc2nc3ccccc3c(=O)s2)c(OC)c1 | -1% | 1% | 2% | -1% | 1.7% | -1.7% | -4% | i | i | 0% | i
CCNC(=O)NC1(C(=O)Nc2ccc3c(c2)CCC3)CCCCC1 | 12% | 1% | 2% | -1% | -2.2% | 1.1% | -3% | i | i | -5% | i
O=C(CCc1nc2ccccc2[nH]c1=O)OCc1ccc(S(=O)(=O)N2CCOCC2)cc1 | 5% | 0% | 3% | 0% | 1.2% | -0.2% | 12% | i | 2.8e-08M* | 1% | 2.6e-08M*
CCNc1nc(NC(C)(C)C)nc(N(C#N)CC)n1 | 4% | -1% | -3% | -3% | -1.4% | -1.0% | -7% | i | i | 1% | i
CC(=O)n1c(COS(C)(=O)=O)nc2ccccc21 | 11%[11.4 µM] | 0%[11.5 µM] | 0%[9.22 µM] | 0%[11.5 µM] | -0.9%[15.4 µM] | 0.9%[15.4 µM] | x | i | 1.9e-08M* | -10%[9.17 µM] | 1.6e-08M*
CC(=O)Nc1cc(C(N)=O)c(Cl)cc1Cl | -5% | -1% | -2% | 0% | -1.7% | 1.9% | 3% | x | x | 7% | x
CCOC(=O)c1cc2sccc2n1CC(=O)N1CCCC1 | u | 1% | -1% | 0% | -2.0% | -0.3% | 1% | i | i | 1% | i

# One compound at a time, from the list above:
# CCOc1ccc2nc(NCCNC(=O)CC)c(C#N)cc2c1 reads HEK293 cAMP cs: 4%; Casp7 inh: 1%; GFP derepression: -2%; Casp1 inh: -1%; BRCT PPI green: -1.0%; BRCT PPI red: -2.2%; USP2a inh: -4%; Fluorescein fluor: u; A350 fluor: i; UbGFP stabilizer: 0%; 4-MU autofl: i
# CCOC(=O)c1cc2sccc2n1CC(=O)N1CCCC1 reads HEK293 cAMP cs: u; Casp7 inh: 1%; GFP derepression: -1%; Casp1 inh: 0%; BRCT PPI green: -2.0%; BRCT PPI red: -0.3%; USP2a inh: 1%; Fluorescein fluor: i; A350 fluor: i; UbGFP stabilizer: 1%; 4-MU autofl: i

# (next part)
structure | HEK293 cAMP cs | Casp7 inh | GFP derepression | Casp1 inh | BRCT PPI green | BRCT PPI red | USP2a inh | Fluorescein fluor | A350 fluor | UbGFP stabilizer | 4-MU autofl
Cc1cc(C)nc(-n2nc(C)c(Oc3ccccc3O)c2C)n1 | 5% | -2% | -2% | 0% | -1.2% | -0.1% | 11% | x | x | 6% | x
O=C(Oc1ccccc1)c1cccc(N2C(=O)CCC2=O)c1 | 7% | -4% | 0% | -15% | -2.3% | 0.9% | 0% | x | x | -15% | x
Cc1cc(C)c(C)c(OCCOCCN2CCOCC2)c1 | 6% | 0% | u | 1% | 0.0% | 0.7% | 9% | x | x | -9% | x
COc1ccccc1OCc1nnc(SCC(=O)NCc2ccco2)n1Cc1ccco1 | u | 1% | -1% | -3% | -2.0% | -1.7% | 18% | i | i | 3% | i
COc1cccc(NC(=O)CC2(CC(=O)O)CCCC2)c1 | 14% | 1% | 0% | -2% | 0.7% | 0.0% | -4% | i | i | 2% | i
O=C(CN(C(=O)CCC(=O)Nc1nccs1)c1ccc(F)cc1)NCC1CCCO1 (stereo not drawn) | 0% | 9% | 2% | 3% | -0.7% | -1.3% | -2% | i | u | -5% | i
O=C(O)CSc1ccc([N+](=O)[O-])cc1[N+](=O)[O-] | 11%[11.4 µM] | 0%[11.5 µM] | -2%[9.22 µM] | -1%[11.5 µM] | 0.7%[15.4 µM] | -0.6%[15.4 µM] | x | i | i | 0%[9.17 µM] | i
O=S(=O)(NCC1CCN(S(=O)(=O)c2ccccc2)CC1)c1ccccc1 | -5% | -1% | 2% | 2% | -5.2% | -1.7% | -1% | i | i | 4% | i
CCOC(=O)c1c(C)[nH]c(C(=O)O)c1C | 27% | -6% | -3% | -1% | 0.6% | 0.4% | -3% | i | i | 4% | i
C/C(=N\O)C(C)(C)NC(=O)Nc1ccc(Cl)cc1 | u | -1% | 0% | -1% | 0.6% | 0.5% | -6% | i | i | 0% | i
CCc1ccc(C2CC(c3cccc(OC)c3)n3nc(N)nc3N2)cc1 (stereo not drawn) | 7% | -2% | x | 2% | 1.2% | -0.1% | x | x | x | 9% | x
Cc1ccc(OCn2c(=O)sc3ccccc32)cc1 | u | 0% | 0% | -4% | -0.9% | 1.6% | -8% | i | i | 2% | i
CCc1ccc(OC)c(S(=O)(=O)Nc2ccccc2C)c1 | 7% | -1% | 0% | 0% | -1.2% | 0.2% | 1% | u | i | 8% | i
O=c1cc2c(n[nH]1)CCCC2 | 4% | 7% | -1% | 0% | -1.2% | -0.7% | -8% | i | i | 3% | i
CCOC(=O)c1c(O)[nH]c(=O)c(CC)c1C | 17%[11.4 µM] | -2%[11.5 µM] | -2%[9.22 µM] | -7%[11.5 µM] | -5.1%[15.4 µM] | -0.1%[15.4 µM] | x | u | u | 3%[9.17 µM] | u

# Screening data deposited in PubChem by National Center for Advancing Translational Sciences (NCATS).
